# NTR1 agonist – agonists of NTR1, primary screen, imaging, U2OS cells, beta-arrestin-GFP, high content (AID 493036). P30989. hit rate 0.17% among 330,000. activation, % at 20 µM. NTR1-U2OS beta-arrestin-GFP spot imaging, agonist mode;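 active = activation at or above 40% of the spot to cytoplasm intensity ratio, with at least 20 cells analyzed; inconclusive = wells under 20 cells, flagged as cytotoxic or low count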;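 also: 0% = DMSO without peptide and 100% = 100 nM NTR1 peptide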
# Target sequence (P30989 whole entry, looked up): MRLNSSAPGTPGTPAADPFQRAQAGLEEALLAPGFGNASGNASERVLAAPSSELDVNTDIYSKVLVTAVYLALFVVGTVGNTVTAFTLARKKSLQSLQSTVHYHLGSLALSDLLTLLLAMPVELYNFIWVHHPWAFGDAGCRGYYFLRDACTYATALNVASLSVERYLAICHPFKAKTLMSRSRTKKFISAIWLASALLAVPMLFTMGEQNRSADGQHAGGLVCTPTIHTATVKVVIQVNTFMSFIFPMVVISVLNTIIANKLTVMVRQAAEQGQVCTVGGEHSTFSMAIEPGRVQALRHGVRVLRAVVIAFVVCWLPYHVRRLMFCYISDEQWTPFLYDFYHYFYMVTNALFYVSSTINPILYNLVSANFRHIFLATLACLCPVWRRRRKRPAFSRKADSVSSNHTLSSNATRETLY
# RSV antiviral HEp-2 – RSV antiviral activity via CPE protection, HEp-2 cells, primary 10 µM value included (AID 2391); hit rate 0.13% among 310,000; CPE inhibition, % at 10 µM, or IC50 in µM where a hit was titrated; HEp-2 cells, RSV-induced CPE inhibition; higher % means a stronger effect; in the data active = a potency from the dose series; inconclusive = CPE inhibition mostly from about 23% at the one dose, without a potency; inactive = the rest, 99 in 100 with CPE inhibition below about 21%; also: strong numbers were not always called active
# Autophagy HCS – modulators of autophagy; calls only at 10 µM (by protocol); MEF GFP-LC3 puncta imaging; test concentration mostly 10 µM; hit rate 0.98% among 190,000;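 active = percentage of spot-positive cells more than 3 SD above its plate mean, without a fluorescence outlier flag or 80% toxicity; inconclusive = no clear call, values can overlap the other calls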;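 also: spot-positive cell cutoff set from DMSO-treated cells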
# LYP phosphatase – inhibitors of LYP phosphatase, biochemical, fluorescence intensity, uHTS (AID 1779); hit rate 0.054% among 290,000; recombinant LYP phosphatase, fluorescence intensity; higher % means a stronger effect; inhibition, % at 11.5 µM, or IC50 in µM where a hit was titrated; in the data active = inhibition above about 50%;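 also: plate controls were vehicle with enzyme for no effect and no enzyme for full effect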
# K1F lysis inhibition – inhibition of K1F phage lysis, E. coli UTI89, bacterial capsule biogenesis inhibitors, alamar blue (AID 488966). inhibition, % at 100 µM, or IC50 in µM where a hit was titrated. E. coli UTI89 K1F phage lysis, alamar blue, 2 h; higher % means a stronger effect. hit rate 0.02% among 340,000;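 active = phage lysis inhibition, versus mean bacterial control, above a set limit; inconclusive = no clear call, values can overlap the other calls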;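 also: capsule biogenesis inhibitors block K1F phage lysis so surviving cells raise fluorescence; higher fluorescence means more inhibition of phage lysis; actives were called in the ten point dose series up to 300 µM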
# GPR35 antagonists – inhibition of zaprinast-stimulated GPR35 beta-arrestin translocation – imaging, U2OS, beta-arrestin-GFP, zaprinast agonist, primary screen (AID 2058) | U2OS GPR35 beta-arrestin-GFP translocation imaging, zaprinast antagonism; higher % means a stronger effect | inhibition, % at 10 µM; hits with a dose series show IC50 in µM | hit rate 0.052% among 290,000;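 active = inhibition of at least 50% with at least 30 cells and total cytoplasm GFP at most 10,000,000; inconclusive = under 30 cells or total GFP of 10,000,000 plus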
# WT yeast gro inh – growth inhibition of WT yeast, mitochondrial fusion screen; mitochondrial fusion phenotypic screen, WT strain; inhibition, % at 10 µM; hit rate 2.1% among 190,000; in the data active = inhibition above about 58%; tested in S. cerevisiae
# NS5 inhibitors – flavivirus cap methylation enzyme inhibition – biochemical, confirmation dose response, primary screen (AID 588689). Dengue-2 NS5 methyltransferase capping enzyme assay, biochemical; higher % means a stronger effect. hit rate 0.3% among 340,000. one-dose inhibition, % at 25 µM; IC50 in µM for titrated hits; in the data active = a potency from the dose series; inconclusive = inhibition above about 29% without an active follow-up result
# AID2073 – inhibitors of Mint1-CaV2.2 protein interaction, biochemical, HTRF (AID 2073) | HTRF protein-protein interaction, Mint1-CaV2.2; higher % means a stronger effect | inhibition, % at 20 µM; hits with a dose series show IC50 in µM | hit rate 0.19% among 290,000; in the data active = inhibition mostly above about 51%, no sharp cut-off; inconclusive = no clear call, values can overlap the other calls; inactive = mostly below about 53%; also: some results filed as inactive read as strong as hits
# WT yeast gro inh mutant strain – also measured in WT yeast gro inh; calls as there; inhibition, %; mitochondrial fusion phenotypic screen, mutant strain inhibition
# Autophagy HCS cell loss 18 h – also measured in Autophagy HCS; calls as there; toxicity, %; measured here: cell loss, nuclei count;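 cell loss after 18 h compound exposure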
# NTR1 agonist cell count 20 µM – also measured in NTR1 agonist; calls as there; cell count; measured here: cell count, cytotoxicity flag
# * hit, by the source's call; i = inactive; ? = inconclusive; . = not tested or not shown; [ ] = dose if it differs, or a comment.
SMILES,NTR1 agonist,NTR1 agonist cell count 20 µM,RSV antiviral HEp-2,Autophagy HCS,Autophagy HCS cell loss 18 h,LYP phosphatase,K1F lysis inhibition,GPR35 antagonists,WT yeast gro inh,WT yeast gro inh mutant strain,NS5 inhibitors,AID2073
CCN(CC(=O)Nc1ccc(NC(C)=O)cc1)C(=O)C1COc2ccccc2O1 (stereo not given),0.7,108,1.6%,.,.,-8.0%,-0.3%,14.4%,.,.,0.0%,-5.8%
COc1cccc(C(=O)c2cc3ccc(O)cc3oc2=O)c1,-1.0,69,-1.5%,i,10.9,-1.0%,-0.8%,2.7%,-5.5,-8.7,-4.0%,-8.1%
Nc1cc(N)cc(C(=O)Nc2ccc3c(c2)C(=O)NC3=O)c1,-0.5,96,0.7%,.,.,-9.2%,0.0%,-17.7%,.,.,-2.0%,23.7%
CC1(C)OC(=O)C(=CNc2cccc(C(=O)O)c2)C(=O)O1,-0.5,67,2.8%,i,3.8,-1.4%,4.6%,-3.8%,4.2,-5.1,-5.2%,0.3%
Cc1ccccc1NS(=O)(=O)c1ccc(N2CCCC2=O)cc1,-0.1,75,-1.9%,i,51.4,-6.6%,0.1%,9.2%,9.8,9.1,4.5%,-11.0%
COc1cc(NC(=O)C2CCN(S(=O)(=O)c3cccs3)CC2)cc(OC)c1,2.6,54,1.6%,.,.,.,2.9%[50 µM],.,.,.,-5.1%,.
O=C(Nc1nonc1NC(=O)C1CCCCC1)C1CCCCC1,-0.7,99,12.4%,i,5.5,-7.3%,0.3%,-2.2%,0.4,11.6,-4.1%,-4.2%
CCOc1ccc(Nc2nc3ccccc3n2C)cc1,0.8,58,-2.9%,.,.,.,0.0%,.,.,.,0.8%,.
CC(=O)Nc1ccc(-n2c(C)nc(=O)c(-c3ccccc3)c2C)cc1,0.7,60,0.8%,i,4.5,-10.8%,3.5%,1.7%,-19.4,-3.3,2.2%,3.8%
CCCNS(=O)(=O)c1cccc(C(=O)NNC(=O)c2cc(C)oc2C)c1,-0.8,68,0.2%,.,.,.,1.2%[50 µM],.,.,.,0.7%,.
CCOc1ccc(C(=O)OCn2nnc3ccccc3c2=O)cc1OC,0.3,39,-1.4%,i,-39.2,-7.1%,3.2%,6.1%,-8.9,-15.1,-0.7%,-2.9%
O=C(N[C@H]1CCCCNC1=O)c1cc(COc2ccc(F)cc2F)on1,0.3,66,5.0%,.,.,-0.5%,0.0%,-5.2%,.,.,-9.3%,4.7%
Brc1ccc2nc(N3CCN(c4ccccc4)CC3)sc2c1,1.6,62,1.7%,i,-0.8,-4.8%,0.0%,-11.3%,1.9,3.3,2.2%,15.8%
CCOn1c(=O)c(-c2ccc(C)cc2)[n+]([O-])c2ccccc21,-1.0,92,0.8%,.,.,-1.9%,0.2%,7.1%,.,.,-3.3%,-7.0%
COc1ccc(OC)c(NC(=O)CSc2nc3scc(C)c3c(=O)[nH]2)c1,0.4,49,3.6%,.,.,-6.1%,0.0%,-1.2%,.,.,0.0%,1.4%
O=C(NNc1cccc(Cl)n1)Nc1ccccc1F,-0.1,67,3.5%,i,-9.8,2.1%,0.4%,-10.8%,-3.7,10.1,-12.1%,-15.8%
O=C(Nc1c2c(nn1-c1ccc(Cl)cc1)CS(=O)(=O)C2)c1ccccc1,-0.5,70,0.5%,.,.,-7.5%,0.0%[50 µM],4.1%,.,.,3.9%,-4.2%
O=C(NCCc1csc(-c2ccccc2)n1)c1ccccc1F,1.8,59,15.1%,.,.,2.6%,1.6%[50 µM],9.3%,.,.,-2.9%,-0.4%
Cn1c(N)c(C(=O)COC(=O)c2ccccn2)c(=O)n(C)c1=O,-0.1,92,-0.2%,i,-9.2,-6.6%,-0.1%,-5.2%,4.6,1.8,-6.6%,9.0%
CCCCc1c(O)nc(SCC(=O)c2ccccc2)n(-c2ccccc2)c1=O,-0.1,48,-0.3%,.,.,-4.0%,-0.8%,6.6%,.,.,6.9%,-5.7%
O=C(N/N=C/c1cc(Cl)cc(Cl)c1O)c1ccncc1,0.0,51,7.5%,.,.,8.0%,1.1%,-13.2%,.,.,?,36.5%
Cc1ccc(OCC(=O)Nc2c[nH]c(=O)[nH]c2=O)cc1C,-0.6,100,26.7%,i,12.2,-0.6%,-0.2%,-4.5%,-11.6,-17.8,-0.7%,26.2%
Fc1ccc(/C=C2\CCCC3=C2Nc2ncnn2C3c2ccc(F)cc2)cc1 (stereo not given),46.4*,103*,-2.0%,i,12.5,6.2%,1.2%,12.5%,.,.,6.3%,13.6%
CCOC(=O)c1sc(N)c(C#N)c1COC(=O)CNC(=O)c1ccccc1,1.3,73,4.1%,i,1.9,-1.2%,1.5%,-17.4%,-4.8,-1.2,-47.7%,-3.7%

# Some of these compounds in order of number of heavy atoms, descending:
SMILES,NTR1 agonist,NTR1 agonist cell count 20 µM,RSV antiviral HEp-2,Autophagy HCS,Autophagy HCS cell loss 18 h,LYP phosphatase,K1F lysis inhibition,GPR35 antagonists,WT yeast gro inh,WT yeast gro inh mutant strain,NS5 inhibitors,AID2073
CCOC(=O)c1sc(N)c(C#N)c1COC(=O)CNC(=O)c1ccccc1,1.3,73,4.1%,i,1.9,-1.2%,1.5%,-17.4%,-4.8,-1.2,-47.7%,-3.7%
Cn1c(N)c(C(=O)COC(=O)c2ccccn2)c(=O)n(C)c1=O,-0.1,92,-0.2%,i,-9.2,-6.6%,-0.1%,-5.2%,4.6,1.8,-6.6%,9.0%
CCOn1c(=O)c(-c2ccc(C)cc2)[n+]([O-])c2ccccc21,-1.0,92,0.8%,.,.,-1.9%,0.2%,7.1%,.,.,-3.3%,-7.0%

# (more compounds)
SMILES,NTR1 agonist,NTR1 agonist cell count 20 µM,RSV antiviral HEp-2,Autophagy HCS,Autophagy HCS cell loss 18 h,LYP phosphatase,K1F lysis inhibition,GPR35 antagonists,WT yeast gro inh,WT yeast gro inh mutant strain,NS5 inhibitors,AID2073
NS(=O)(=O)c1ccc(N2N=C(c3ccccc3)CC2c2cccc(F)c2)cc1 (stereo not given),.,.,21.4%,i,0.7,-9.4%,-1.8%[50 µM],-43.7%,84.7*,62.0*,-6.6%,46.5%
Cc1n[nH]c(=O)c2c(NC(=O)CSc3nnnn3-c3ccccc3)oc(C)c12,0.0,69,-1.1%,.,.,.,0.9%[50 µM],.,.,.,10.4%,.
Cn1c(=O)oc2cc(S(=O)(=O)NCCC(=O)NC3CCCC3)ccc21,1.2,83,1.9%,i,-1.9,3.1%,-1.6%,-6.9%,-6.3,-8.3,-7.3%,-4.5%
CC(=O)N1CCN(c2ccccc2NC(=O)COc2ccccc2C)CC1,1.0,39,-0.4%,i,-1.7,-4.9%,-0.2%,9.4%,2.1,-6.5,-9.3%,-13.6%
O=C(NNC(=S)Nc1cccc(Cl)c1)c1ccccc1,-0.1,66,1.3%,.,.,-6.7%,-0.4%,-5.1%,.,.,-3.2%,-17.5%
Cc1cccc2sc(NC(=O)c3ccc(NS(=O)(=O)c4cccs4)cc3)nc12,-0.6,79,?,i,6.3,-0.6%,0.7%,11.4%,67.2*,-18.8*,8.0%,9.0%
CCN1C(=O)c2cccc3c(S(=O)(=O)Nc4ccncc4)ccc1c23,-0.1,110,1.4%,i,-6.3,-12.0%,0.3%,1.0%,0.6,-0.7,7.3%,30.6%
Cc1csc(SCC(=O)Nc2ncc(Cl)c(C)c2Cl)n1,1.2,74,-0.1%,i,-18.6,1.8%,3.3%,-2.0%,33.7,4.6,-5.7%,14.6%
Cc1ccc(C2=[N+]([O-])C3(CCCCC/C3=N\NC(N)=O)N(O)C2(C)C)o1 (stereo not given),-0.4,45,3.3%,i,-0.7,-3.0%,0.4%,1.5%,14.7,13.4,-5.9%,-2.3%
Cc1c2cnn(CC(=O)NCCN3CCOCC3)c(=O)c2c(C)n1Cc1ccccc1,2.1,65,1.1%,.,.,-9.9%,1.9%,2.1%,.,.,-6.9%,-1.2%
Cc1ccc(S(=O)(=O)NCc2ccc(C(=O)NC3CCC(C)CC3)cc2)cc1 (stereo not given),0.6,56,-0.1%,.,.,-5.4%,0.0%,-2.1%,.,.,-5.0%,0.1%
Brc1ccc(/C=N/N2CCN(C3c4ccccc4-c4ccccc43)CC2)s1,2.9,46,4.4%,i,-16.1,-3.2%,3.2%[50 µM],-5.5%,27.9,9.1,0.7%,-5.5%
CC1=CC(C)(C)NC(=S)N1c1cccc2ccccc12,0.1,58,-0.1%,i,-1.5,-6.0%,0.4%,-14.8%,-2.2,2.1,-2.2%,-1.2%
Cc1ccc(S(=O)(=O)N2CC(O)CC2C(=O)NCc2ccc3c(c2)OCO3)cc1 (stereo not given),0.2,44,1.6%,i,0.0,-4.7%,0.8%,0.9%,5.9,4.6,-8.2%,-0.8%
COc1ccc(NC(=O)CSc2cc(C(=O)c3nccn3C)c3ccccc3n2)cc1,1.0,48,9.4%,i,1.8,-0.1%,-0.9%,4.3%,-12.4,-7.4,-7.4%,-1.9%
CCOc1ccc(NC(=O)CN(C)C(=O)Cn2cnc3c2c(=O)n(C)c(=O)n3C)cc1OCC,1.2,72,-0.5%,.,.,.,0.7%[50 µM],.,.,.,-8.8%,.
COc1ccccc1NC(=S)Nc1cccc(F)c1,3.2,44,0.0%,i,4.4,6.0%,0.5%,-0.9%,-8.5,0.6,1.4%,-12.2%
CC(C)c1ccc(NS(=O)(=O)c2ccc3c(c2)oc(=O)n3C)cc1,0.6,50,5.9%,.,.,1.2%,-0.4%,-1.0%,.,.,-0.7%,14.1%
NC(=O)c1cc(C(=O)c2ccc(Cl)cc2Cl)c[nH]1,-0.7,43,2.1%,i,5.7,-5.6%,0.5%,-0.7%,-6.6,-1.4,.,-4.2%
O=S1(=O)C=C(N2CCCCC2)c2ccccc21,-0.7,53,1.0%,i,-6.7,-4.2%,-0.1%,4.1%,6.6,20.6,-9.6%,-2.1%
O=C(CC1NCCc2ccccc21)Nc1ccccc1 (stereo not given),-0.7,55,0.0%,i,-11.0,-3.2%,-0.4%,2.7%,8.3,-16.6,0.7%,-14.4%

# Three compounds from above, showing only K1F lysis inhibition:
smiles | K1F lysis inhibition
CC(C)c1ccc(NS(=O)(=O)c2ccc3c(c2)oc(=O)n3C)cc1 | -0.4%
NC(=O)c1cc(C(=O)c2ccc(Cl)cc2Cl)c[nH]1 | 0.5%
O=S1(=O)C=C(N2CCCCC2)c2ccccc21 | -0.1%
